BCR signal inh: chronic active BCR signaling inhibition; ABC-DLBCL IkBa-CBG/CBR reporter, luminescence ratio, 4 h; hit rate 0.05% among 340,000; Potency, µM (series often up to 46.1 µM), inactives show at the highest dose ratio change, negative = lower green/red ratio, hits mostly inhibitors; AID 493014; active = well fitted inhibition curve with a large enough effect in the signal ratio, with a control signal flat, not every such curve was filed as active; inconclusive = small, poorly fitted or top-dose-only effect, or effect the other way, or a change in a side signal; the % refers to the signal ratio;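 note: potency is the fitted concentration of half-maximal effect; plate controls were basal doxycycline-induced cells for no effect and cells given 10 µM MG132 for full effect; MG132 reads +100%, hits lower the ratio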
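TMD8 ABC-DLBCL cells carrying doxycycline-inducible green luciferase fused to IkappaBalpha plus unfused red luciferase were exposed to compounds (up to 46 uM) for 4 hrs at 37C. Activity came from the overlap-corrected green/red luminescence ratio.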
uPA generation: inhibitors of cell surface uPA generation. cell surface uPA generation assay, qHTS. hit rate 0.31% among 330,000. Potency, µM (titrated, usually from 38.3 µM), inactives show at the highest dose activity change, negative = inhibition, actives largely listed as inhibitors; active = well fitted inhibition curve with a large enough effect; inconclusive = small, poorly fitted or top-dose-only effect; inactive = no such curve, though single readings can be large or run the other way; tested in mouse RAW 264.7 cells; note: potency is the fitted concentration of half-maximal effect; % is set by controls: 0 for no effect and ±100 for the full control effect; nearly all actives have a fitted effect of over 55% in size
Mito fusion act: inhibitors of mitochondrial division or activators of mitochondrial fusion. hit rate 0.23% among 320,000. AID 485298. S. cerevisiae fusion-defective mutant growth rescue, CellTiterGlo 48 h. Potency, µM (series often up to 46.1 µM), without a hit: top-dose growth rescue (activation), usual class: activators;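 note: potency is the fitted concentration of half-maximal effect; % of control where 0% means no effect; nearly all actives have a fitted effect of over 45% in size; temperature-sensitive fusion mutants such as fzo1-1 at 37 °C on non-fermentable ethanol glycerol medium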
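S. cerevisiae fusion-defective temperature-sensitive mutants (e.g. fzo1-1, mgm1-5) grown 48 h at 37C in YPEG (ethanol/glycerol non-fermentable) medium with 23 nl compound per well; growth rescue read as CellTiterGlo luminescence.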
TCR activator: activates T cell receptor signaling; primary human leukocytes, anti-CD3, IL-2 HTRF, 48 h; Potency, µM (top dose mostly 9.22 µM), for inactives: at the top dose activation of IL-2 secretion, hits mostly activators; 330,000 tested, under 10 active; note: % of control where 0% means no effect
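TCR engagement came from a-CD3 beads alone, with compounds added to primary human leukocytes for 48 hr. Secreted IL-2 bridged europium cryptate- and d2-labelled anti-IL-2 antibodies, giving FRET emission at 665nm after 320nm excitation.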
TSG101-PTAP inh: blocks PTAP/TSG101 interaction to inhibit HIV-1 budding. Q99816. Fluorescence polarization, FITC-PTAP peptide / Tsg101 binding. Potency, µM (highest dose often 115 µM), for inactives: at the top dose activity change, negative = inhibition, usual class: inhibitors. 340,000 tested, under 10 active. AID 493005; active = well fitted inhibition curve with a large enough effect in the main read-out, with a control signal flat, not every such curve was filed as active; inconclusive = small, poorly fitted or top-dose-only effect, or effect the other way, or a change in a side signal; inactive = no such curve, though single readings can be large or run the other way; note: potency is the fitted concentration of half-maximal effect; % of control where 0% means no effect
Target sequence (Q99816 whole entry, looked up): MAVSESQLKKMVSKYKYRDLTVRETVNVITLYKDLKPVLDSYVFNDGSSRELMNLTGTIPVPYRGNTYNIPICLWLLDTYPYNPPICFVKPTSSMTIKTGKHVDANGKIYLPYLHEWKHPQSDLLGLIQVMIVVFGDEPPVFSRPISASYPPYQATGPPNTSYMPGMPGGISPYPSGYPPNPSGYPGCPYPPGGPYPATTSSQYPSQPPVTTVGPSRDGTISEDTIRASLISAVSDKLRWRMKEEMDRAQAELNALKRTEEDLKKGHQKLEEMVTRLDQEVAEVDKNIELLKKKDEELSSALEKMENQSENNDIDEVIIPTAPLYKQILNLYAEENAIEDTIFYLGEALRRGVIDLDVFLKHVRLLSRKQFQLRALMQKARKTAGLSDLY
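Steps: Tsg101 binding domain dispensed (10 uM final), compounds pinned in DMSO, FITC-labeled PTAP-motif peptide added (50 nM final); after 20 min binding at room temperature, polarization measured.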
An asterisk follows results filed as active; ? = inconclusive; nt = not tested or not shown. Unless noted, calls come from the whole dose curve; as a rule, active = well fitted curve in the direction sought with a large enough effect; inconclusive = small, poorly fitted or top-dose-only effect, or another doubt; inactive = no such curve, though single readings can be large; an effect the other way counts as inactive or inconclusive. These rows are one share of the data; the hit share may differ from the screen's.

no.	SMILES	BCR signal inh	uPA generation	Mito fusion act	TCR activator	TSG101-PTAP inh
1	COc1ccc(C(=O)c2oc3ccccc3c2NC(=O)COc2ccc(C)cc2)cc1	12%	nt	10%	nt	nt
2	CCN(CC)C(=O)c1sc2c(c1C)c(=O)n(Cc1ccccc1)c(=O)n2CC(=O)Nc1ccc(OC)cc1	?	nt	4%	nt	nt
3	COC(=O)C1=C(C)NC(=O)C1(NC(=O)c1ccc(Cl)cc1)C(F)(F)F (stereo not drawn)	0%	nt	-1%	nt	nt
4	O=C(Nc1cccc2cccnc12)c1ccc(F)cc1	?	nt	-5%	nt	nt
5	O=C1CC(=O)Nc2cc(S(=O)(=O)Nc3cccc(Br)c3)ccc2N1	14%	nt	-3%	nt	nt
6	CCOC(=O)c1ccc(-n2c(N)c(C(=O)OC)c3nc4ccccc4nc32)cc1	3%	nt	-9%	nt	nt
7	CCC(Cc1ccccc1)NC(=O)c1oc(=O)c2ccccc2c1-c1ccccc1 (stereo not drawn)	1%	nt	-2%	nt	nt
8	CCOC(=O)c1ccccc1NC(=O)CN(c1ccccc1OC)S(=O)(=O)c1ccc(C)cc1	?	nt	1%	nt	nt
9	CCOc1ccc(NC(=O)c2oc(=O)c3ccccc3c2-c2ccc(C)cc2)cc1	9%	nt	4%	nt	nt
10	CCOC(=O)c1c(NC(=O)COc2ccc(Br)cc2)sc(C(C)=O)c1C	10%	nt	1%	nt	nt
11	CC(C)CCn1c(Oc2ccccc2F)nc2c1c(=O)n(C)c(=O)n2C	9%	nt	3%	nt	nt
12	Cc1cc(C)cc(OCC(=O)Nc2ccc(-c3nc4ncccc4o3)cc2C)c1	?	nt	-1%	nt	nt
13	CC(=O)c1cccc(NC(=O)c2oc(=O)c3ccccc3c2-c2ccccc2)c1	-19%	nt	-3%	nt	nt
14	CCc1ccccc1NC(=O)c1sc2nc(C)cc(COC)c2c1N	11%	nt	3%	nt	nt
15	COc1ccc(CCN2C(=O)CN(C3CCC(C)CC3)C(=O)C2c2ccc(OC(C)C)c(OC)c2)cc1OC (stereo not drawn)	5%	nt	-4%	nt	nt
16	COc1ccc(CNC(=O)Cn2nnc(-c3ccc(C(F)(F)F)cc3)n2)cc1	0%	nt	5%	nt	nt
17	O=C(NCC12CC3CC(CC(C3)C1)C2)c1cc2nc(-c3ccc(F)cc3)cc(C(F)(F)F)n2n1	2%	nt	-1%	nt	nt
18	COC(=O)c1ccc2c(c1)N(Cc1cc(C)ccc1C)C(=O)c1ccccc1S2(=O)=O	-2%	nt	-3%	nt	nt
19	Cc1ccc(N2C(=O)N(Cc3cccc(Cl)c3)c3ccccc3S2(=O)=O)cc1	13%	nt	8%	nt	nt
20	CCOC(=O)c1cnc2ccccc2c1Nc1cccc(OC)c1	?	nt	0%	nt	nt
21	O=S(=O)(NCC(c1ccco1)N1CCN(c2ccccc2)CC1)c1cc(F)ccc1F (stereo not drawn)	?	nt	7%	nt	nt
22	CCNc1nc2c(c(=O)n(C)c(=O)n2C)n1Cc1ccc(F)cc1	?	nt	1%	nt	nt
23	O=C(NCC(c1ccc2c(c1)OCO2)N1CCOCC1)C(=O)Nc1ccc(Cl)cc1 (stereo not drawn)	?	nt	-3%	nt	nt
24	O=C(CN(c1cccc(C(F)(F)F)c1)S(=O)(=O)c1ccccc1)Nc1cccc(Cl)c1	?	nt	1%	nt	nt
25	Cc1cccc(-n2nnnc2S(C)(=O)=O)c1	?	nt	-10%	nt	nt
26	COc1ccc(C(=O)NC2(C(F)(F)F)C(=O)NC(C)=C2C#N)cc1OC (stereo not drawn)	7%	nt	3%	nt	nt
27	CCCSc1nnc2c(n1)OC(c1ccc(OCC(=O)O)cc1)Nc1ccccc1-2 (stereo not drawn)	?	nt	2%	nt	nt
28	CC(=O)c1c(C)oc2c1cc(NS(=O)(=O)c1ccc(Br)cc1)c1ccccc12	?	nt	1%	nt	nt
29	Cc1ccc(NC(=O)CC2Sc3ccc(C(F)(F)F)cc3NC2=O)cc1 (stereo not drawn)	17%	nt	1%	nt	nt
30	CCOC(=O)c1cc(-c2ccc(OC)cc2)n(CCC(=O)NCc2ccccc2OC)c1C	?	nt	-4%	nt	nt
31	CCOc1ccc(OCC)c(NS(=O)(=O)c2c(C)[nH]c(=O)[nH]c2=O)c1	17%	nt	2%	nt	nt
32	CC(C)c1ccc(NC(=O)c2ccc(F)c(S(=O)(=O)N3CCc4ccccc4C3)c2)cc1	13%	nt	4%	nt	nt
33	COc1cc(NC(=O)Cn2nnc(-c3ccc(C(F)(F)F)cc3)n2)c(C(=O)O)cc1OC	4%	nt	2%	nt	nt
34	COc1ccc(Cl)cc1NC(=O)Cn1cnc2c1c(=O)n(C)c(=O)n2C	?	nt	1%	nt	nt
35	CCc1ccc(OCC(=O)N(Cc2ccc(OC)cc2)C2CCS(=O)(=O)C2)cc1 (stereo not drawn)	-4%	nt	-4%	nt	nt
36	Cc1ccc(-c2nnc(Nc3ccc(C(N)=O)cc3)c3ccccc23)cc1S(N)(=O)=O	5%	nt	-4%	nt	nt
37	Cc1c(-c2ccccc2)n(-c2ccc(Cl)cc2)c2nc3c(c(=O)n(C)c(=O)n3C)n12	-7%	nt	3%	nt	nt
38	Cc1ccc(-n2c3c(cc(C(=O)Nc4cccc(Cl)c4)c2=O)C(=O)CC(C)(C)C3)cc1	-7%	nt	-6%	nt	nt
39	CCOc1ccc(CCNC(=O)c2ccc(CS(=O)(=O)Cc3ccccc3Cl)o2)cc1OCC	?	nt	-10%	nt	nt
40	CCOC(=O)c1ccc(CN(Cc2ccccc2)S(=O)(=O)c2ccc(C)cc2)cc1	?	nt	-11%	nt	nt
41	CCN(CC)CCOC(=O)c1ccc(NC(=O)c2cc3cccc(OC)c3oc2=O)cc1	?	nt	9%	nt	nt
42	Cc1ccc(S(=O)(=O)c2nnn(-c3ccc(F)c(Cl)c3)c2N)cc1	?	nt	-5%	nt	nt
43	Cc1ccccc1NC(=O)Cn1c(=O)oc2cc(Br)ccc21	?	nt	-6%	nt	nt
44	Cc1c(C(=O)N(C)C)sc2c1c(=O)n(-c1ccc(Cl)cc1)c(=O)n2Cc1ccccc1F	12%	nt	0%	nt	nt
45	COc1ccccc1OCc1ccc(C(=O)Nc2ccc(C)c(C)c2)o1	9%	nt	-8%	nt	nt
46	O=C(NC1(C(F)(F)F)C(=O)Nc2c1c(=O)[nH]c(=O)n2-c1ccc(Cl)cc1)c1ccccc1F (stereo not drawn)	29%	nt	3%	nt	nt
47	O=C1CN(C(=O)c2cccc(Br)c2)C(c2ccccc2)c2cc(Cl)ccc2N1 (stereo not drawn)	?	nt	-1%	nt	nt
48	COCCNc1ncnc2c1c(-c1ccccc1)cn2-c1cccc(Cl)c1	?	nt	6%	nt	nt
49	COc1ccc(NC(=O)CCn2cnnn2)cc1	21%	nt	2%	nt	nt
50	Cc1ccc(NC(=O)Cn2c(-c3cncs3)nc3ccccc32)cc1Br	?	nt	-4%	nt	nt
51	CCC(=O)N1CCCc2cc(S(=O)(=O)N3CCC(C(=O)Nc4cccc(Cl)c4)CC3)ccc21	?	nt	3%	nt	nt
52	CCCCC(=O)NC1(C(F)(F)F)C(=O)Nc2c1c(=O)[nH]c(=O)n2-c1ccc(F)cc1 (stereo not drawn)	10%	nt	-5%	nt	nt
53	Cc1ccc(NC(=O)CSc2nccn2-c2ccccc2)cc1	-2%	nt	2%	nt	nt
54	CCN1CCc2nc3sc(C(=O)c4ccc(F)cc4)c(N)c3cc2C1	?	nt	0%	nt	nt
55	COc1ccc(NC(=O)CN2CCN(S(=O)(=O)c3ccc(Br)cc3)CC2)cc1	-4%	nt	-5%	nt	nt
56	COc1cccc(CN(CC(=O)NCC2CCCO2)C(=O)CNS(=O)(=O)c2ccccc2)c1 (stereo not drawn)	nt	nt	nt	13%	-5%
57	CCOC(=O)N1CCN(C(=O)c2ccc3nc4cc(Cl)ccc4c(=O)n3c2)CC1	nt	nt	nt	-3%	-8%
58	CC(C)(C)NC(=O)C(c1ccco1)N(C(=O)Cn1nnc(-c2ccc(F)cc2)n1)c1ccccc1 (stereo not drawn)	nt	nt	nt	-4%	-5%
59	CCN(CC)S(=O)(=O)c1ccc(S(=O)(=O)N(CC(=O)Nc2ccccc2)CC2CCCO2)cc1 (stereo not drawn)	nt	nt	nt	-6%	1%
60	CC1(C)Cc2nc3[nH]c(=S)n(-c4ccccc4)c(=O)c3cc2CO1	nt	nt	nt	0%	0%

Continued:
no.	SMILES	BCR signal inh	uPA generation	Mito fusion act	TCR activator	TSG101-PTAP inh
61	N#CC1=C(N)OC2=C(C(=O)CCC2)C1Cc1ccccc1 (stereo not drawn)	nt	nt	nt	4%	-1%
62	O=C(Cc1cccs1)Nc1nnc(COc2ccccc2)s1	nt	nt	nt	-9%	-6%
63	O=C(CN(C(=O)c1ccc(Cl)cc1Cl)N1C(=O)C2C3C=CC(C3)C2C1=O)c1ccc(F)cc1 (stereo not drawn)	nt	nt	nt	-5%	-2%
64	CC1=CCC(C(C)(C)NC(=O)c2ccccc2)C/C1=N\O (stereo not drawn)	nt	nt	nt	3%	-5%
65	CCC(=O)N1CCN(c2ccc(Cl)cc2NC(=O)c2ccc(Br)o2)CC1	nt	nt	nt	-7%	-11%
66	CCOC(=O)C1=C(CN2CCc3ccccc32)NC(=O)NC1c1cc(C)ccc1C (stereo not drawn)	nt	nt	nt	9%	-6%
67	COc1ccccc1C/C(N)=N/OC(=O)COc1ccc(C)cc1C	nt	nt	nt	5%	0%
68	CCOC(=O)CNC(=O)C(Cc1ccccc1)NS(=O)(=O)c1ccc2c(c1)CCC(=O)N2 (stereo not drawn)	nt	nt	nt	3%	-3%
69	CC(C)Oc1ccc(CSc2nnc3n(C)c(=O)c4c5c(sc4n23)CCCC5)cc1	nt	nt	nt	-3%	0%
70	O=C1CN(C(=O)c2ccco2)C(c2ccc(F)cc2)c2cc(Cl)ccc2N1 (stereo not drawn)	nt	nt	nt	-3%	-1%
71	CCCc1ccc(Oc2cc(N3CCOCC3)nc(-c3ccccc3)n2)cc1	nt	nt	nt	-4%	-8%
72	CC(=O)c1c(O)cc(C)n(Cc2ccccc2)c1=O	nt	nt	nt	-2%	-5%
73	N#Cc1c(N)nc2c(c1-c1ccco1)CCCCC2	nt	nt	nt	0%	-6%
74	O=C(NC1CCCC1)c1ccc(COCC(F)(F)C(F)F)o1	nt	20%	0%	nt	nt
75	CCn1cc(Br)c(-c2nc3ccccc3c(=O)n2N)n1	nt	-5%	-3%	nt	nt
76	COc1ccc(NC(=O)CCN2C(=O)c3ccccc3S2(=O)=O)cc1	nt	-7%	7%	nt	nt
77	Cc1cc(C)c2c(N)c(C(=O)c3ccccc3)oc2n1	nt	-9%	-6%	nt	nt
78	COc1ccc(NC(=S)N2CCC(C(=O)c3ccc(Cl)cc3)CC2)cc1	nt	-2%	nt	nt	-11%
79	COC(=O)CCNC(=O)c1ccc2nc(Cc3ccc(OC)cc3)oc2c1	nt	1%	nt	nt	1%
80	Cc1c(C=O)cnn1CCC(=O)O	nt	4%	nt	nt	-1%
81	COc1ccc(C(OC(=O)c2ccco2)C(=O)NC(C)(C)C)cc1OC (stereo not drawn)	nt	16%	nt	nt	-5%

Screens (PubChem BioAssay)
